# High-throughput results as filed in PubChem BioAssay.
# TrxR1 substrate – substrates of rat thioredoxin reductase 1; O89049; purified TrxR1 substrate turnover, NADPH consumption readout; Potency, µM (series often up to 114 µM), without a hit: top-dose activity change, negative = substrate turnover; 0.01% of 390,000 active; AID 588456; further: potency means the concentration at half of the fitted maximal effect; on the % scale 0 is the no-effect control and ±100 the full control effect; nearly all actives have a fitted effect of over 50% in size
#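 Rat TrxR1, dispensed at 90 nM, was prereduced with 400 uM NADPH (final) for 5 min at ~22 deg C, then incubated with compound 15 min before 400 uM selenite. A first-read NADPH fluorescence drop versus no-compound background flagged substrates.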
# USP1 inh – blocks the human USP1/UAF1 deubiquitinase complex; recombinant USP1/UAF1, Ub-Rhodamine cleavage fluorescence; Potency, µM (highest dose often 57.1 µM), inactives show at the top dose activity change, negative = inhibition, hits mostly inhibitors; 0.23% of 390,000 active; further: potency means the concentration at half of the fitted maximal effect; on the % scale 0 is the no-effect control and ±100 the full control effect; nearly all actives have a fitted effect of over 60% in size; inactives centre near -12
#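 1 nM enzyme complex + cpd, 15 min RT; start with Ub-Rho 150nM final; kinetic fluorescence ex 480/em 540, 6 reads q60 s. Buffer 50mM HEPES pH 7.8, 0.5mM EDTA, 0.1 mg/ml BSA, 1mM TCEP, 0.01% Tween-20.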
# IDH1 R132H inh – human IDH1 R132H inhibition. O75874. IDH1-R132H enzyme, NADPH consumption, diaphorase/resazurin fluorescence. Potency, µM (top dose mostly 76.6 µM), without a hit: top-dose activity change, negative = inhibition, hits mostly inhibitors. 0.093% of 390,000 active. AID 602179; further: potency means the concentration at half of the fitted maximal effect; on the % scale 0 is the no-effect control and ±100 the full control effect; nearly all actives have a fitted effect of over 65% in size
# Target sequence (O75874 whole entry R132H, stated change not applied): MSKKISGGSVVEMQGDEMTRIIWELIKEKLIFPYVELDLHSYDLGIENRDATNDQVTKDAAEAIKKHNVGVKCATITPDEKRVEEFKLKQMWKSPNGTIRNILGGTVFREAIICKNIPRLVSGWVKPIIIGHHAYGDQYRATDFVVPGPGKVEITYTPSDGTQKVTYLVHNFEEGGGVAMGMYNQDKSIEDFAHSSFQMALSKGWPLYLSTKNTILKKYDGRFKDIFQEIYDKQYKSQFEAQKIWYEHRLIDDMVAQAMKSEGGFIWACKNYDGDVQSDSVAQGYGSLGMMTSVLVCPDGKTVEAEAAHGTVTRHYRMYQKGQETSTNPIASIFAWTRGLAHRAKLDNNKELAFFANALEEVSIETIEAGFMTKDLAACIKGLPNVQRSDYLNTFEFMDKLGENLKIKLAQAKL
#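 IDH1-R132H (0.5 ug/mL dispensed) in pH 7.5 Tris buffer was preincubated 30 min with compound, then given a substrate mix of 0.016 mM NADPH and 2 mM alpha-KG for 80 min at room temperature; remaining NADPH was read by diaphorase/resazurin fluorescence.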
# Tb PGK inh – blocks T. brucei phosphoglycerate kinase; AID 602233; Potency, µM (highest dose often 57.5 µM), without a hit: at the top dose activity change, negative = inhibition, usual class: inhibitors; 0.043% of 380,000 active; PGK/GAPDH coupled, Kinase-Glo luminescence, 60 min; further: potency means the concentration at half of the fitted maximal effect; on the % scale 0 is the no-effect control and ±100 the full control effect; nearly all actives have a fitted effect of over 60% in size
#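 Luminescent ATP detection (Kinase-Glo Plus) follows a 60-minute room-temperature incubation, with wells lacking PGK as controls. Buffer: 100 mM TEA (pH 7.6), 5 mM MgCl2, 0.01% Tween-20. Coupling enzyme GAPDH (100 nM final) supplies unstable 1,3-BPG in-well.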
# rTrxR1 inhibitor – blocks rat thioredoxin reductase 1; O89049; Potency, µM (doses to about 114 µM), for the others: at the top dose activity change, negative = inhibition, usual class: inhibitors; AID 588453; 1% of 390,000 active; recombinant rTrxR1, NADPH fluorescence consumption, selenite substrate; further: potency means the concentration at half of the fitted maximal effect; on the % scale 0 is the no-effect control and ±100 the full control effect; nearly all actives have a fitted effect of over 65% in size
#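 Rat TrxR1 (90 nM in the dispensed reagent) was pre-reduced with 400 uM NADPH for 5 min at room temperature, then incubated with compound for 15 min. After 400 uM selenite was added, NADPH fluorescence (Ex 340/Em 450 nm) was followed for 8 min.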
# GLS inhibitor – glutaminase GLS (human) inhibition; O94925; GLS enzymatic activity, qHTS titration; Potency, µM (highest dose often 45.5 µM), for inactives: top-dose activity change, negative = inhibition, usual class: inhibitors; 0.21% of 410,000 active; further: potency means the concentration at half of the fitted maximal effect; on the % scale 0 is the no-effect control and ±100 the full control effect
#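 hKGA; 45 mM KH2PO4 pH 8.2 + 0.02% Tween-20; cpd via pin tool; 1 mM Gln soln; GluOx/HRP/Amplex Red; RT 30 min; fluor. t0 & final.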
# Pin1 inh – human Pin1 inhibition | Pin1 FP peptide displacement, HiFluor488, 10 min | Potency, µM (doses to about 115 µM), for inactives: at the highest dose activity, negative = inhibition, most hits filed as inhibitors | 0.009% of 390,000 active | AID 504891; active means well fitted inhibition curve with a large enough effect in the polarisation, with a control signal flat, not every such curve was filed as active; inconclusive means small, poorly fitted or top-dose-only effect, or effect the other way, or a change in a side signal; inactive means no such curve, though single readings can be large or run the other way; the % refers to the polarisation; further: potency means the concentration at half of the fitted maximal effect; on the % scale 0 is the no-effect control and ±100 the full control effect
# Target sequence (Q13526 whole entry, looked up): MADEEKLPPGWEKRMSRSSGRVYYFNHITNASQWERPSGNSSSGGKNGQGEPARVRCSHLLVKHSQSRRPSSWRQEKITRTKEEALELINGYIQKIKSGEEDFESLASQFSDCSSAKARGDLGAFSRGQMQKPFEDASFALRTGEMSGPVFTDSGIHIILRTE
# HP1b binding inh – HP1-beta chromodomain-methylated histone interaction inhibition; AlphaScreen HP1-beta / biotin-H3K9me3 peptide binding; 0.56% of 390,000 active; Potency, µM (doses to about 114 µM), inactives show top-dose activity change, negative = inhibition, hits mostly inhibitors; AID 540317; further: potency means the concentration at half of the fitted maximal effect; nearly all actives have a fitted effect of over 70% in size; inactives centre near 23
#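 HP1-beta protein (50 nM final) preincubated 30 min at room temperature with biotinylated H3(1-18)K9me3 peptide (50 nM) in PBS pH 7.4, 0.01% Tween-20, then compound added for 30 min. AlphaScreen streptavidin donor/nickel chelate acceptor beads (10 ug/mL final), 30 min dark, luminescence read.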
# PI4K2A block – PI4K2A (human) kinase inhibition; Q9BTU6; purified PI4K2A, ADP-Glo luminescence, 1 h; active compounds read low; activity change, negative = inhibition, % at 76.9 µM; 0.13% of 420,000 active; AID 1346378; in the data active means activity change below about -50%; inconclusive means mostly about -30% to -49%;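 further: -100% = wells without enzyme as full effect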
# Target sequence (Q9BTU6 whole entry, looked up): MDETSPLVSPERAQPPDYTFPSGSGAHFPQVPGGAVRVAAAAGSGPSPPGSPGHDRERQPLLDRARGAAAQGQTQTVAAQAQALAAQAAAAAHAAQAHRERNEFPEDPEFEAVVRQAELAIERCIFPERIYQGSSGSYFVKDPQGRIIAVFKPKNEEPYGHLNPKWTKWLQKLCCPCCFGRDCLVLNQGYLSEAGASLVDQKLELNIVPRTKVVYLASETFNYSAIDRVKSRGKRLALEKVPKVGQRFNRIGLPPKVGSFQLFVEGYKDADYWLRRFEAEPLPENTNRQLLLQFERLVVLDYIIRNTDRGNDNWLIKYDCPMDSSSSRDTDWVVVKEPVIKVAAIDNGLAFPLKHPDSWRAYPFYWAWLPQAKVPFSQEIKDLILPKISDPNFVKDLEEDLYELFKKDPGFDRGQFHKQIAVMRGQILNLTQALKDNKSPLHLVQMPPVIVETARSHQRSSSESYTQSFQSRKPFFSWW
#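 ADP-Glo luminescence measured ADP generated by PI4K2A enzyme (4 ug/mL before mixing) with 1.2 mM PI substrate (pre-mix) and 300 microM ATP (pre-mix). Tris pH7.5 buffer with MgCl2, Triton X-100; 1 h reaction at ambient temperature.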
# Numbers without * were called inactive; i = inactive; ? = inconclusive; / = not tested or not shown; & = joins results of further samples; [ ] = dose if it differs, or a comment. Unless noted, the call rests on the fitted dose curve; in most records, active means well fitted curve in the direction sought with a large enough effect; inconclusive means small, poorly fitted or top-dose-only effect, or another doubt; inactive means no such curve, though single readings can be large; an effect the other way counts as inactive or inconclusive.
SMILES,TrxR1 substrate,USP1 inh,IDH1 R132H inh,Tb PGK inh,rTrxR1 inhibitor,GLS inhibitor,Pin1 inh,HP1b binding inh,PI4K2A block
CC(=O)C1=C(O)C(=O)N(Cc2ccco2)C1c1cccc(F)c1 (centres undefined),-9.2%,-19.0%,7.2%,-0.9%,-17.7%,-16.7%,-1.8%,17.8%,20.1
CC(NC(=O)CCn1nc(-c2ccc(Cl)cc2)ccc1=O)c1ccccc1 (centres undefined),9.0%,-23.0%,-7.6%,0.6%,37.5%[activator],-3.5%,-5.1%,41.6%[activator],2.6
Cc1cc(O)c(C(=O)Cc2csc(C)n2)c(O)c1,1.0%,-21.4%,-3.0%,1.1%,14.1%,4.2%,0.0%,40.1%[activator],-1.7
Cc1cc(OC(C)C(=O)N(Cc2cccs2)C2CCS(=O)(=O)C2)ccc1Cl (centres undefined),7.1%[57.1 µM],-6.1%,-1.2%,i,11.1%[57.1 µM],-0.7%,6.6%,28.7%,-0.7
Nc1nc(N)c2[nH]c(=S)[nH]c2n1,-7.1%[2.29 µM],?,3.4%,-5.0%,-9.9%[57.1 µM],?,-8.0%,?,-25.2
CCCCN1CCCCC1C(=O)Nc1c(C)cccc1C (centres undefined),-3.5%,-19.0%,-4.5%,-8.2%,10.8%,-1.9%,-5.3%,32.3%,-1.7
Cc1ccc2c(c1)N(CC(=O)N1CCc3ccccc3C1)C(=O)CO2,1.8%,-6.3%,3.7%,i,8.2%,-0.7%,-1.0%,31.7%,4.4
CC1CCc2cc(F)ccc2N1C(=O)C1(C)CC1(Cl)Cl (centres undefined),-0.3%,-9.8%,1.9%,-0.4%,6.9%,3.7%,-3.8%,29.2%,0.2
CN(C)c1ccc(C(=O)C(O)c2ccccc2Cl)cc1 (centres undefined),-6.9%,2.2%,-5.2%,5.8%,-7.1%,8.7%,3.7%,6.4%,8.1
COC(=O)c1nc(-c2ccccc2)nc(-c2ccccc2)c1C(=O)OC,-8.0%,-14.5%,-6.5%,3.5%,-6.3%,9.0%,?,31.3%,5.1
COc1ccc(C2=NC(=O)/C(=C\c3cc(OC)c(OC)c(OC)c3)O2)cc1,-9.2%,24.2%,10.3%,-0.6%,-3.3%,2.7%,?,34.0%,10.4
CCOc1ccccc1C1CC(=O)NC(C)=C1C(=O)OCc1ccc(C)cc1 (centres undefined),-9.7%,-26.3%,0.0%,-2.0%,4.7%,-5.3%,-1.5%,5.7%,9.2
CCOc1ccc(NC(=S)NC(C)C(c2ccccc2)N2CCN(C)CC2)cc1 (centres undefined),6.1%[57.1 µM],-15.4%,0.6%,-0.3%,12.4%[57.1 µM],-3.1%,-9.3%,4.6%,4.9
Cc1ccc(C)c(CN2CCC(n3nccc3NC(=O)CCCc3ccccc3)CC2)c1,-2.4%,-17.4%,-3.0%,-4.5%,28.3%,2.4%,-8.2%,16.1%,-0.8
CCc1ccccc1NC(=O)Cc1ccc(-n2cccc2)cc1,1.1%,-2.1%,2.9%,i,-3.0%,?,22.4%,?,-12.8
Cn1cc(CCCC(=O)NCc2ccc(F)cc2)c2ccccc21,11.7%[57.1 µM],-5.6%&-10.5%,2.5%&0.0%,5.7%,13.3%[57.1 µM],1.3%&-2.3%,-0.6%&-5.6%,-16.0%&32.9%,6.2&0.2
CCc1cccc(NC(=O)CCCn2nc(CC)n3c(cc4occc43)c2=O)c1,5.5%,-15.8%,0.9%,-2.7%,18.7%,-3.0%,-5.8%,47.9%[activator],-2.7
CC(C)c1ccc(NC(=O)c2cccc(Br)c2)cc1,-0.2%,-21.4%,0.5%,1.2%,35.8%,-5.6%,-1.0%,53.3%[activator],-1.3
CCC(C)NS(=O)(=O)c1ccc(-c2csnn2)s1 (centres undefined),-4.7%,-4.6%,9.7%,i,10.3%[57.1 µM],8.5%,-1.0%,27.1%,-3.7
O=C(CNC(=O)c1ccc(Br)o1)OCC(=O)c1cccc([N+](=O)[O-])c1,7.5%[57.1 µM],-8.0%,1.7%,-3.7%,22.2%[57.1 µM],3.1%,-6.3%,32.1%,-2.7
COc1ccc(/C=C2\SC(=S)N(CCC(=O)Nc3ccc(C(=O)O)cc3)C2=O)cc1OC,6.4%[57.1 µM],19.9%,22.4%,-10.1%,-1.0%[57.1 µM],?,/,-29.3%,-1.0
O=C(COC(=O)c1cccnc1Cl)NCCC1=CCCCC1,5.5%[57.1 µM],-5.3%,1.8%,-2.4%,7.5%[57.1 µM],-0.6%,1.1%,46.9%[activator],4.2
CC(=O)c1cccc(OCC(=O)Nc2cc(S(=O)(=O)N3CCOCC3)ccc2N2CCCC2)c1,-18.5%,-0.4%,4.4%,i,-14.2%,23.2%,-8.5%,-4.8%,8.3
COc1cccc(OC)c1C(=O)N1CCN(c2ccccn2)CC1,21.4%,-5.8%,3.4%,-5.6%,23.9%,0.0%,2.2%,36.5%[activator],-1.5
COc1ccc(C(=O)NCCN2CCOCC2)cc1S(=O)(=O)Nc1ccc(C)cc1,-3.1%,-1.0%,-8.4%,-5.3%,20.7%,3.3%,-7.9%,25.0%,-3.7
# (further entries)
SMILES,TrxR1 substrate,USP1 inh,IDH1 R132H inh,Tb PGK inh,rTrxR1 inhibitor,GLS inhibitor,Pin1 inh,HP1b binding inh,PI4K2A block
COc1ccccc1N=Nc1c(C)[nH][nH]c1=O,6.6%[57.1 µM],-21.5%,-1.6%,1.3%,2.1%[57.1 µM],84.1%[activator],20.1%,-2.6%,6.2
NCCCNc1ccc([N+](=O)[O-])cc1C(F)(F)F,3.6%[57.1 µM],-16.6%,18.0%,9.6%,14.4%[57.1 µM],?,1.3%,30.3%[activator],4.3
N#CC1=C(N)C2=CCCC[C@H]2[C@H](c2ccc(Br)cc2)C1(C#N)C#N,3.5%,-25.2%,?,i,5.01µM*,-9.7%,?,42.7%,-4.5
O=C(Oc1cccc2cccnc12)c1cccc(-n2cnnn2)c1,-4.2%,-5.0%,4.4%,i,0.0%,7.4%,1.3%,28.0%,0.8
Cc1ccccc1NC(=O)c1cccc(S(=O)(=O)N2CCOCC2)c1,-1.6%[57.1 µM],-9.6%,-2.0%,-8.2%,1.8%[57.1 µM],-0.7%,-7.4%,-34.0%,1.1
COc1c(C)cc(C(=O)C2CCCN(Cc3cccc4nccnc34)C2)cc1C (centres undefined),-5.3%,-13.2%,-0.8%,/,15.1%,2.7%,0.8%,37.1%,-0.8
Cn1c(N)c(C(=O)COC(=O)c2cc(C(F)(F)F)nc3ccccc23)c(=O)n(Cc2ccccc2)c1=O,-2.5%,-12.0%,-7.9%,-9.6%,18.2%,0.0%,69.3%[activator],19.7%,0.1
COc1ccc(-n2nc(C)c3onc(C)c3c2=O)cc1,-8.5%,-3.6%,1.1%,-7.3%,-7.4%[57.1 µM],0.8%,-1.3%,26.9%,-0.3
Clc1ccc(SCNc2ccccc2Cl)cc1,-3.5%,-9.7%,-2.4%,4.1%,54.8%[activator],15.8%,3.2%,106.5%[activator],-7.7
Cc1cc(C)c2nc(N3CCCN(C(=O)c4cnccn4)CC3)c(C#N)cc2c1,15.2%,-17.8%,8.0%,-1.7%,5.8%,-6.0%,?,86.8%[activator],-4.1
O=C(Nc1cccc2cccnc12)c1cccc(Cl)c1,-11.2%,-17.2%,3.6%,i,-10.0%,0.4%,5.8%,200.8%[activator],2.2
COc1cccc(CNC(=O)C(CC(C)C)NC(=O)c2ccccc2C)c1 (centres undefined),11.4%[57.1 µM],-4.6%,1.3%,-1.0%,16.6%[57.1 µM],-9.2%,-14.5%,8.6%,0.6
COc1ccc(OC)c(N(CC(=O)NC2CCCC2)S(=O)(=O)c2ccc(OC)c(OC)c2)c1,-3.1%,-18.2%,3.6%,-7.0%,0.0%,-1.2%,2.9%,39.0%[activator],-2.0
COc1ccccc1CCC(=O)N(CCC1=CCCCC1)c1c(N)n(Cc2ccccc2)c(=O)[nH]c1=O,-3.5%,-0.9%,-1.6%,-3.1%,15.7%,3.7%,27.1%,4.2%,-14.1
O=C(/C=C/c1cccs1)c1ccc(Br)cc1,-10.7%,-5.3%,13.9%,-4.5%,-33.6%,-2.6%,-2.8%,31.9%,10.9
CN(c1ccccc1)S(=O)(=O)c1ccc(C(=O)NCc2ccccc2F)cc1,-5.2%,-10.0%,0.5%,13.7%,3.2%,12.6%,1.7%,29.8%,2.4
COc1ccc(-c2ccc(-c3nnc(-c4cc(OC)ccc4OC)o3)cc2)cc1,520.6%[activator],-20.7%,8.2%,i,192.4%[activator],-0.1%,-1.3%,40.1%[activator],8.2
O=C1c2ccccc2NC(c2ccc(Br)s2)N1O (centres undefined),0.9%,-4.2%,11.8%,6.1%,-0.4%,-4.3%,5.9%,49.4%[activator],3.6

# Only GLS inhibitor, TrxR1 substrate and Tb PGK inh (2 entries from above):
SMILES	GLS inhibitor	TrxR1 substrate	Tb PGK inh
COc1ccccc1N=Nc1c(C)[nH][nH]c1=O	84.1%[activator]	6.6%[57.1 µM]	1.3%
NCCCNc1ccc([N+](=O)[O-])cc1C(F)(F)F	?	3.6%[57.1 µM]	9.6%

# Some of the compounds tested; count on the stated rates, not on these rows.
